Pol iota inh: inhibitors of human DNA polymerase iota; Q9UNA4; 390,000 tested, 1% active; Pol iota fluorescent replication assay, 10 min; Potency, µM (doses to about 115 µM), for the others: at the top dose activity, negative = inhibition, most hits filed as inhibitors
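Fluorescent replication assay read twice, at 0 min and 10 min after adding 50 nM (final) substrate. Enzyme (10 nM) and compounds were first incubated 15 min at room temperature; enzyme-free buffer wells were negative controls.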
JMJD2A Tudor: inhibitors of human JMJD2A Tudor domain; O75164; Potency, µM (highest dose often 114 µM), without a hit: top-dose activity change, negative = inhibition, hits mostly inhibitors; AlphaScreen JMJD2A-Tudor / H3K4me3 peptide binding; 390,000 tested, 4.4% active; note: % is set by controls: 0 for no effect and ±100 for the full control effect; nearly all actives have a fitted effect of over 50% in size
GLS inh: inhibitors of human glutaminase (GLS) | O94925 | GLS enzymatic activity, qHTS titration | Potency, µM (titrated, usually from 45.5 µM), inactives show at the highest dose activity change, negative = inhibition, usual class: inhibitors | 410,000 tested, 0.21% active | AID 624170; note: % is set by controls: 0 for no effect and ±100 for the full control effect
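Read-out is an Amplex red fluorescence increase coupled through glutamate oxidase and HRP, measured before and after 30 min room-temperature incubation. hKGA is in 45 mM KH2PO4 (pH 8.2) with 0.02% Tween-20; glutamine added as 1mM solution.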
BLM inh: inhibitors of human Bloom syndrome helicase BLM. 350,000 tested, 0.2% active. P54132. recombinant BLM DNA unwinding, fluorescence dequenching. Potency, µM (highest dose often 56.1 µM), for the others: at the highest dose activity change, negative = inhibition, most hits filed as inhibitors;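 note: plate controls were vehicle for no effect and no enzyme for full effect; nearly all actives have a fitted effect of over 35% in size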
Target sequence (P54132 whole entry, looked up): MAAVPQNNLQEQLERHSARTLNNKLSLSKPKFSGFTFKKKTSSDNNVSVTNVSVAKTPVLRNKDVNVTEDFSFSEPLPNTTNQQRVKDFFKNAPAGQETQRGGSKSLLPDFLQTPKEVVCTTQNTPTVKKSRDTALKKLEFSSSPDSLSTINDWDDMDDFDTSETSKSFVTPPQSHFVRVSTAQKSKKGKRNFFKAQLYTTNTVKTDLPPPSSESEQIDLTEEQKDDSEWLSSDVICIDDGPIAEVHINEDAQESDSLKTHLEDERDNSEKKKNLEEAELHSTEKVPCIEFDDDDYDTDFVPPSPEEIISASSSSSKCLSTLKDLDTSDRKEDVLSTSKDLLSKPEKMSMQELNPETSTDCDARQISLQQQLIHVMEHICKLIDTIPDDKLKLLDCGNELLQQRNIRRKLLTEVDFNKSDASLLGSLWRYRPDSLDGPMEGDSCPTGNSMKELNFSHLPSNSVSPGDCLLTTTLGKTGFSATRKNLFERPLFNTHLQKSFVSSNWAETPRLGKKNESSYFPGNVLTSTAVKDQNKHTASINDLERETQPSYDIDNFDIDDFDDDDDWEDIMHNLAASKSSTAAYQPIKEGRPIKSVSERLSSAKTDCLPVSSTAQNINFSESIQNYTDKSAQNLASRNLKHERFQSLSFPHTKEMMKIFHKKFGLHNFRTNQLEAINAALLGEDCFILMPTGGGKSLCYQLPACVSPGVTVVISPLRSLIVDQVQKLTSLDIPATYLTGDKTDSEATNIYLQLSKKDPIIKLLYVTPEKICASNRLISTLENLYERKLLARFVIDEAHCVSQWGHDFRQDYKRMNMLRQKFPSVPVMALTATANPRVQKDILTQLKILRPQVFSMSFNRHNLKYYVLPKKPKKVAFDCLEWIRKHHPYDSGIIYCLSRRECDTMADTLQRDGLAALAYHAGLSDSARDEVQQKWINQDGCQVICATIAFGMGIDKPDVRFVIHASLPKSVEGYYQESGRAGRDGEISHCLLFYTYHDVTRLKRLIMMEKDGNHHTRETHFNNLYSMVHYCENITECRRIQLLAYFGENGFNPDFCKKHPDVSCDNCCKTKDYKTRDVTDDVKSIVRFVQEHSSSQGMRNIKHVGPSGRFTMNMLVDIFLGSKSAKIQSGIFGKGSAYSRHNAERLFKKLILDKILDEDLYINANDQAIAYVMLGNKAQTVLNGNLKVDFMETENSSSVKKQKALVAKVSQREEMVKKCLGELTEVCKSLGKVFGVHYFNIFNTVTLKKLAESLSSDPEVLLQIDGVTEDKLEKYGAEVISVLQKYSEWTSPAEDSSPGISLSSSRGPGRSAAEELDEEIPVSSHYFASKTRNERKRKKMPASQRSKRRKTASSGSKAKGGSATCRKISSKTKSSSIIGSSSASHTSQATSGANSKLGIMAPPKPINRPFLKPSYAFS
G9a inh: G9a (human) methyltransferase inhibition. Q96KQ7. G9a H3K9 monomethylation, AlphaScreen, 2 h. Potency, µM (top dose mostly 102 µM), for the others: top-dose activity, negative = inhibition, actives largely listed as inhibitors. 350,000 tested, 8.8% active. AID 504332; note: % is set by controls: 0 for no effect and ±100 for the full control effect; nearly all actives have a fitted effect of over 75% in size
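G9a (20 nM) preincubated 15 min RT with compounds, then 500 nM biotinylated H3K9 peptide and 20 uM SAM added; 2 h RT reaction. Monomethyl-H3K9 product detected by AlphaScreen with anti-H3K9me1 antibody, streptavidin donor and anti-rabbit IgG acceptor beads.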
BAZ2B block: inhibitors of human BAZ2B bromodomain; AlphaScreen BAZ2B-H3K14Ac peptide displacement; 360,000 tested, 4.4% active; Potency, µM (doses to about 114 µM), for the others: at the highest dose activity change, negative = inhibition, actives largely listed as inhibitors; AID 504333; Q9UIF8; note: % is set by controls: 0 for no effect and ±100 for the full control effect; nearly all actives have a fitted effect of over 60% in size
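BAZ2B (50 nM) with biotin-H3(5-23)K14Ac peptide (50 nM) in PBS pH 7.4, 0.01% Tween-20, preformed 30 min, then compound 30 min at room temperature; top concentration 110uM. AlphaScreen streptavidin donor/nickel chelate acceptor beads (10 ug/mL final), 20 min dark, signal read.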
Tb PGK inh: T. brucei PGK inhibition | P07378 | PGK/GAPDH coupled, Kinase-Glo luminescence, 60 min | Potency, µM (series often up to 57.5 µM), for the others: top-dose activity change, negative = inhibition, hits mostly inhibitors | 380,000 tested, 0.043% active; note: % is set by controls: 0 for no effect and ±100 for the full control effect; nearly all actives have a fitted effect of over 60% in size
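Recombinant glycosomal PGK reaction used 1,3-bisphosphoglycerate generated in-well by GAPDH (100nM final) in 100mM TEA pH 7.6, 5mM MgCl2, 0.01% Tween-20. After 60 minutes at room temperature, ATP was read by Kinase-Glo Plus luminescence end-point.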
Pin1 inhibitor: blocks the human prolyl isomerase Pin1. Q13526. Potency, µM (titrated, usually from 115 µM), for inactives: top-dose activity, negative = inhibition, most hits filed as inhibitors. 390,000 tested, 0.009% active. Pin1 FP peptide displacement, HiFluor488, 10 min; active = well fitted inhibition curve with a large enough effect in the polarisation, with a control signal flat, not every such curve was filed as active; inconclusive = small, poorly fitted or top-dose-only effect, or effect the other way, or a change in a side signal; inactive = no such curve, though single readings can be large or run the other way; the % refers to the polarisation; note: % is set by controls: 0 for no effect and ±100 for the full control effect
HP1b chromo inh: blocks HP1-beta chromodomain binding to methylated histone tails | AlphaScreen HP1-beta / biotin-H3K9me3 peptide binding | Potency, µM (doses to about 114 µM), for the others: at the highest dose activity change, negative = inhibition, most hits filed as inhibitors | 390,000 tested, 0.56% active; note: nearly all actives have a fitted effect of over 70% in size; inactives centre near 23
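HP1-beta protein (50 nM final) preincubated 30 min at room temperature with biotinylated H3(1-18)K9me3 peptide (50 nM) in PBS pH 7.4, 0.01% Tween-20, then compound added for 30 min. AlphaScreen streptavidin donor/nickel chelate acceptor beads (10 ug/mL final), 30 min dark, luminescence read.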
The depositor's hits bear a star; i = inactive; ? = inconclusive; / = no result given; & = joins results of further samples; [ ] = dose if it differs, or a comment. Unless noted, calls come from the whole dose curve; as a rule, active = well fitted curve in the direction sought with a large enough effect; inconclusive = small, poorly fitted or top-dose-only effect, or another doubt; inactive = no such curve, though single readings can be large; an effect the other way counts as inactive or inconclusive. Potency is the fitted concentration of half-maximal effect. These rows are one share of the data; the hit share may differ from the screen's.

Pol iota inh	JMJD2A Tudor	GLS inh	BLM inh	G9a inh	BAZ2B block	Tb PGK inh	Pin1 inhibitor	HP1b chromo inh	SMILES
0%	-27%	0%	-4%	?	-34%	1%	3%	3%	O=C(C(Cc1ccccc1)n1cccc1)N1CCCCC1 (centres undefined)
18%	8%	21%	1%	0%[12.7 µM]	9%	-2%	2%	23%	CC(C)(C)C1=C[C@@H](CO)C[C@@H](CO)C1
2%	5%	5%	-3%	-27%[2.33 µM]	10%	-4%	-10%	20%	Cc1cc(S(=O)(=O)NC2CCCC2)ccc1F
5%	?	-27%	-3%	?	/	0%	-2%	19%	Cc1cc2cc(CNC(=O)Nc3ccccc3)ccc2[nH]1
16%	?	-3%	-11%	/	-6%	-5%	-6%	10%	Cc1ccsc1C(=O)NC1CCCN(Cc2ccc(Cl)cc2)C1 (centres undefined)
14%	-1%	0%	-4%	11%[59 µM]	12%	2%	0%	29%	O=C(Nc1ccccc1)N1CCn2c1nc1ccccc12
158%[activator]	-1%	5%	2%	5%	-11%	2%	2%	18%	CCCCn1c(CCC(=O)O)nc2cc(S(=O)(=O)N(C)C)ccc21
127%[activator]	-6%	5%	-8%	32µM*	4%	4%	4%	20%	O=C(N/C(=C\c1ccco1)C(=O)N1CCOCC1)c1ccco1
1%	-20%	1%	-4%	20%	-18%	i	8%	40%	O=C(Cc1ccc(S(=O)(=O)N2CCOCC2)s1)N1CCN(c2cccc(C(F)(F)F)c2)CC1
16%	-3%	12%	/	24%[0.501 µM]	13%	6%	-3%	14%	O=C(NCCS(=O)(=O)N1CCN(c2ccccc2F)CC1)c1ccc(Cl)cc1

Some of these compounds in order of the BLM inh value, falling.
Pol iota inh	JMJD2A Tudor	GLS inh	BLM inh	G9a inh	BAZ2B block	Tb PGK inh	Pin1 inhibitor	HP1b chromo inh	SMILES
18%	8%	21%	1%	0%[12.7 µM]	9%	-2%	2%	23%	CC(C)(C)C1=C[C@@H](CO)C[C@@H](CO)C1
0%	-27%	0%	-4%	?	-34%	1%	3%	3%	O=C(C(Cc1ccccc1)n1cccc1)N1CCCCC1 (centres undefined)
16%	?	-3%	-11%	/	-6%	-5%	-6%	10%	Cc1ccsc1C(=O)NC1CCCN(Cc2ccc(Cl)cc2)C1 (centres undefined)

Carrying on.
Pol iota inh	JMJD2A Tudor	GLS inh	BLM inh	G9a inh	BAZ2B block	Tb PGK inh	Pin1 inhibitor	HP1b chromo inh	SMILES
-6%	-28%	0%	-2%	-3%	-25%	-6%	5%	-12%	Cc1cc(C(=O)OCC(=O)Nc2cccc(S(=O)(=O)N(C)C)c2)c(C)o1
-15%	-22%	-1%	/	/	/	5%	-3%	20%	O=C1NC[C@H](Cc2ccccc2)N(CC2CCN(CCCC3CCCC3)CC2)C1=O
?	6%	3%	-4%	-7%	-10%	-6%	1%	37%	CN(NS(=O)(=O)c1ccc(Br)cc1)c1nc(C(F)(F)F)nc2ccccc12
9%	-12%[57.1 µM]	0%	-1%	5%[12.7 µM]	-18%	-2%	4%	15%	Cc1cc(C)n(-c2nc3ccccc3c(=O)n2OCC(N)=O)n1
6%	-13%	-9%	-2%	?	-1%	-6%	-1%	-2%	CCOc1ccc(OCC)c(NC(=O)c2ccc(CNc3c(N4CCOCC4)c(=O)c3=O)cc2)c1
?	4%	-8%	-1%	-2%[12.7 µM]	-2%	/	-4%	28%	O=C(c1ccco1)N1CCN(S(=O)(=O)c2ccc(Cl)s2)CC1
-22%	?	0%	-11%	-47%	?	-2%	1%	-22%	Cc1ccc(Sc2ccc(CO)cc2[N+](=O)[O-])cc1
13%	-5%	-8%	0%	7%[12.7 µM]	-3%	-10%	-5%	28%	CC1CCCCN1Cc1nc2c(c(=O)n(C)c(=O)n2C)n1CCc1ccccc1 (centres undefined)
10%	-30%	1%	-15%	-9%[59 µM]	?	-9%	4%	7%	Cc1ccc(C)c(CSc2cn(CC(=O)N3CCCC3)c3ccccc23)c1
17%	1%	-4%	/	-40%[12.7 µM]	22%	-9%	-5%	51%[activator]	O=C(Nc1cccc(F)c1)C1CCCCC1
-1%	-9%	11%	2%	21%[59 µM]	-3%	-1%	0%	22%	C/C(=N\NC(=O)C(=O)Nc1ccc(C)cc1)c1ccncc1
52%[activator]	-14%	1%	-2%	5%	0%	-4%	-10%	5%	Cc1ccccc1C(=O)Nc1ccccc1NC(=O)c1ccccc1Br
46%[activator]	10%	-2%	-4%	-48%	-19%	i	-2%	13%	O=C(Nc1ccc(S(=O)(=O)NCC2CCCO2)cc1)c1cnccn1 (centres undefined)
20%	-1%	9%	-1%	45µM*	-10%	0%	-6%	23%	COc1ccc(NC(=O)C(C)Sc2ccccc2)cc1 (centres undefined)
47%[activator]	-9%	15%	1%	5%	4%	i	2%	0%	Cc1nc(C)c(Oc2cccc(C(F)(F)F)c2)c(=O)[nH]1
27%	-5%	10%	2%	2%	-19%	-9%	4%	28%	COc1ccc(-c2nonc2NC(=O)c2oc3ccc(F)cc3c2C)cc1OC
26%	?	32%[activator]	-1%	9%	-2%	/	?	25%	CC1=C(C(N)=O)S(=O)(=O)c2ccccc21
21%	4%	9%	/	-126%[59 µM]	23%	-4%	-1%	48%[activator]	Cc1ccc(C(=O)CCC(=O)OCC(=O)NNC(=O)c2ccccc2Cl)cc1
3%	-2%	-6%	1%	-5%	0%	-3%	-5%	38%	CCCn1c(N)c(N(CCOC)C(=O)c2ccc(Cl)c([N+](=O)[O-])c2)c(=O)[nH]c1=O
16%	-9%	4%	-4%	12%	0%	-7%	-2%	5%	CCC(C)(C)NC(=O)C(c1ccc(C)cc1)N(CC1CCCO1)C(=O)c1csnn1 (centres undefined)

The final 5 compounds of the section above open the next one:
Pol iota inh	JMJD2A Tudor	GLS inh	BLM inh	G9a inh	BAZ2B block	Tb PGK inh	Pin1 inhibitor	HP1b chromo inh	SMILES
27%	-5%	10%	2%	2%	-19%	-9%	4%	28%	COc1ccc(-c2nonc2NC(=O)c2oc3ccc(F)cc3c2C)cc1OC
26%	?	32%[activator]	-1%	9%	-2%	/	?	25%	CC1=C(C(N)=O)S(=O)(=O)c2ccccc21
21%	4%	9%	/	-126%[59 µM]	23%	-4%	-1%	48%[activator]	Cc1ccc(C(=O)CCC(=O)OCC(=O)NNC(=O)c2ccccc2Cl)cc1
3%	-2%	-6%	1%	-5%	0%	-3%	-5%	38%	CCCn1c(N)c(N(CCOC)C(=O)c2ccc(Cl)c([N+](=O)[O-])c2)c(=O)[nH]c1=O
16%	-9%	4%	-4%	12%	0%	-7%	-2%	5%	CCC(C)(C)NC(=O)C(c1ccc(C)cc1)N(CC1CCCO1)C(=O)c1csnn1 (centres undefined)
38%[activator]	-20%	-12%	-2%	32µM*	-14%	4%	-8%	13%	O=C(NNC(=S)Nc1ccccc1)c1ccccc1[N+](=O)[O-]
?	56µM*	6%	3%	40µM*	?	-1%	0%	2%	CC(C)C(=O)N(Cc1ccc2c(c1)OCO2)Cc1ccccn1
56µM*	?	-13%	/	-38%[59 µM]	50µM*	-11%	-8%	-14%	Cc1c(C(=O)OCC(=O)NCc2ccco2)cccc1[N+](=O)[O-]
69%[activator]	-1%	-12%	-1%	-15%	0%	-6%	2%	20%	CCC(CC(C)(C)O)C(=O)NNC(=S)Nc1ccccc1 (centres undefined)
?	-31%[57.1 µM]	/	/	/	/	/	23%	47%[activator][57 µM]	O=S(=O)(/N=C(/Sc1ccccc1)c1ccccc1)c1ccc(Cl)cc1
15%	-29%	3%	-11%	-41%	-26%	-7%	3%	8%	CC1(C)C([N+](=O)[O-])C(c2ccccc2O)NC(c2ccccc2O)C1[N+](=O)[O-] (centres undefined)
18%&17%	-10%&-4%	-3%&4%	2%	21%[59 µM]	-33%	0%&-1%	1%&4%	36%&47%[activator]	CCN1CCN(CC(O)COc2ccc(C)c(C)c2)CC1 (centres undefined)
17%	-10%	4%	/	/	/	8%	5%	24%	O=C(Cc1cccc(NC(=O)C2CCCN(C(=O)C3CC3)C2)c1)Nc1cccc(C(=O)N2CCCCC2)c1 (centres undefined)
-24%	-6%	1%	-5%	17%[59 µM]	-4%	-3%	?	30%	Cc1ccccc1NC(=O)Nc1nnc(Cc2ccc([N+](=O)[O-])cc2)s1
23%	-5%	1%	-12%	3%	-5%	-7%	-9%	41%[activator]	Cc1ccc(C(=O)N/C(=C/c2cccc([N+](=O)[O-])c2)C(=O)NCC2CCCO2)cc1 (centres undefined)
34%[activator]	-14%	-4%	/	20%[12.7 µM]	4%	-7%	4%	32%	CCN(CC)CCNC(=O)c1ccc(NC(=O)C2CC(=O)N(CCc3ccc(OC)c(OC)c3)C2)cc1 (centres undefined)
0%	-23%	-3%	-3%	?	?	-4%	0%	8%	CC(C)Oc1ccc(C2c3c(oc4ccccc4c3=O)C(=O)N2CCCN2CCOCC2)cc1 (centres undefined)
16%	-7%	2%	-3%	-11%	-38%	4%	1%	14%	CCC(C(=O)Nc1cccc(C(=O)O)c1C)c1ccccc1 (centres undefined)
13%	8%	-7%	-2%	3%[59 µM]	4%	-3%	-4%	28%[57 µM]	COc1ccc(NC(=O)C2CCN(S(=O)(=O)c3ccc4[nH]c(=O)ccc4c3)CC2)c(OC)c1
16%	3.2µM*	-1%	-4%	?	56µM*	-4%	-1%	?	CNCCCOc1ccc(C)cc1Br

Screens (PubChem)
